Compound activity deposited in PubChem BioAssay by several laboratories.
Large T inhibition: SV40 large T antigen inhibitors, biochemical (AID 1903); hit rate 0.39% among 310,000; inhibition, % at 20 µM; hits with a dose series show IC50 in µM; SV40 large T antigen ATPase/helicase inhibition assay; higher % means a stronger effect; in the data active = a potency from the dose series; inconclusive = inhibition mostly from about 32% at the one dose, without a potency; inactive = the rest, 99 in 100 with inhibition below about 32%; note: strong numbers were not always called active
RSV antiviral HEp-2: RSV antiviral activity via CPE protection, HEp-2 cells, primary 10 µM value included (AID 2391); HEp-2 cells, RSV-induced CPE inhibition; higher % means a stronger effect; CPE inhibition, % at 10 µM; hits with a dose series show IC50 in µM; hit rate 0.13% among 310,000; in the data active = a potency from the dose series; inconclusive = CPE inhibition mostly from about 23% at the one dose, without a potency; inactive = the rest, 99 in 100 with CPE inhibition below about 21%; note: strong numbers were not always called active
b-catenin transl: alters nuclear translocation of beta-catenin in HeLa cells; nuclear translocation activity, % at 5 µM; immunofluorescence imaging; hit rate 0.3% among 190,000;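 active = nuclear translocation activity above 50% at 5 µM, with a well cell count of 50 or more; inconclusive = wells under 50 cells across six images, flagged as toxic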;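 note: per-cell ratio of nuclear to cytoplasmic median beta-catenin stain intensity; plate controls were DMSO negative control for no effect and GSK-3 inhibitor IX positive control for full effect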
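assay system = human HeLa cells, endogenous beta-catenin | times = compound treatment 24 h, 37°C, 5% CO2 | detection = Anti-beta-catenin immunofluorescence on PFA-fixed, Triton-permeabilized cells, DAPI nuclei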
Myeloid diff 2: compounds promoting myeloid differentiation | hit rate 1% among 360,000 | ER-HoxA9 myeloid progenitors, lysozyme-GFP differentiation, flow cytometry | calls only at 10 µM;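 active = normalized GFP-positive differentiation at or above the plate's own cutoff, the solvent-only control mean plus 3 SD; inconclusive = no clear call, values can overlap the other calls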;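 note: cells exposed to compound for four days before flow analysis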
MgcRacGAP inhibition: MgcRacGAP GTPase-activating activity inhibitors, confirmation, biochemical, ADP Hunter fluorescence; MgcRacGAP-stimulated Rac1 GTP hydrolysis, ADP Hunter fluorescence; higher % means a stronger effect; GST-tagged Rac1 F28L mutant substrate; inhibition, % at 30 µM, or IC50 in µM where a hit was titrated; hit rate 0.6% among 340,000; AID 624330;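 active = first-screen hits whose inhibition reached a set limit at any dose in the follow-up dose series; inconclusive = inhibition above the set first-screen limit but never retested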;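 note: fluorescence reports GDP produced by GAP-driven GTP hydrolysis; strong numbers were not always called active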
WT yeast gro inh: growth inhibition of WT yeast, mitochondrial fusion screen; mitochondrial fusion phenotypic screen, WT strain; inhibition, % at 10 µM; hit rate 2.1% among 190,000; in the data active = inhibition above about 58%; tested in S. cerevisiae
Salmonella PhoP GFP: PhoP-dependent GFP reporter repression – Salmonella Typhimurium, primary screen (AID 1863) | S. Typhimurium PhoP-regulated promoter GFP reporter, 4 h; higher % means a stronger effect | inhibition, % at 50 µM, or IC50 in µM where a hit was titrated | hit rate 0.16% among 300,000;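 active = inhibition over 29.93%, a cutoff 3 SD above the screen mean, later confirmed by dose response; inconclusive = inhibition over 29.93% but no dose response follow-up; inactive = inhibition at most 29.93% or unconfirmed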;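 note: 0% = low Mg2+ inducing control and 100% = high Mg2+ repressing control; strong numbers were not always called active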
West Nile virus CPE: West Nile virus antiviral activity, cell-based, CPE readout (AID 1621); West Nile virus-infected cells, CPE inhibition; higher % means a stronger effect; CPE inhibition, % at 10 µM, or IC50 in µM where a hit was titrated; hit rate 0.02% among 290,000; in the data active = a potency from the dose series; inconclusive = CPE inhibition mostly from about 3.7% at the one dose, without a potency; inactive = the rest, 99 in 100 with CPE inhibition below about 2.2%; note: strong numbers were not always called active
T cell HTS: T cell immune modulators affecting CD8 T cell-vesicle binding; 2C CD8+ T cell-vesicle binding, flow cytometry; stronger effect = lower value; calls only at 7 µM; hit rate 0.068% among 330,000; AID 2052;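 active = response, share of CD8 T cells binding vesicles, and their 90th percentile fluorescence all below set limits, cut at about 80% in these data, passing the limit was not always enough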
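System: murine 2C transgenic CD8+ T lymphocytes; also added: QL9-loaded Drosophila micro-vesicles; times: binding 1.5 h at 37 °C; measured by: flow cytometry, PE anti-B7-1 (FL2) versus Alexa647 anti-CD8 (FL8), PFA-fixed; control set: Peptide-free naked vesicles (low) and QL9 vesicles with 0.7% DMSO vehicle (high)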
WT yeast gro inh mutant strain: also measured in WT yeast gro inh; calls as there; inhibition, %; mitochondrial fusion phenotypic screen, mutant strain inhibition
b-catenin transl cell count 5 µM: further read-out of b-catenin transl, marked with its call; cell count; measured here: cell count, cytotoxicity flag
T cell HTS vesicle-bound %: further read-out of T cell HTS, marked with its call; double positive events, %; measured here: CD8+ vesicle-bound cell fraction;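 binding gate set so that unloaded-vesicle control wells show 10% double positive cells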
Myeloid diff 2 GFP+ MAC1+ %: further read-out of Myeloid diff 2, marked with its call; GFP+ MAC1+ double positive, %; measured here: differentiation confirmed by MAC1 staining
* hit, by the source's call; i = inactive; ? = inconclusive; . = not tested or not shown. Outcome played no part in choosing rows; overall some 3.6% were active at least once.

Compound	Large T inhibition	RSV antiviral HEp-2	b-catenin transl	b-catenin transl cell count 5 µM	Myeloid diff 2	Myeloid diff 2 GFP+ MAC1+ %	MgcRacGAP inhibition	WT yeast gro inh	WT yeast gro inh mutant strain	Salmonella PhoP GFP	West Nile virus CPE	T cell HTS	T cell HTS vesicle-bound %
CC(C)(C)c1ccc(/C=C/C(=O)NC2CCS(=O)(=O)C2)cc1 (centres undefined)	5%	2.2%	-1.6	1086	i	0.2	-5%	-6	-5	-4%	-0.2%	i	2
Cc1nc(SCC(=O)Nc2cccc(Cl)c2)n[nH]1	2%	-1.0%	2.6	1118	i	0.6	6%	7	7	-2%	-0.1%	i	31
Cn1c(=O)c2c(-c3ccccc3)n(-n3cnnc3)cc2n(C)c1=O	19%	0.6%	-0.6	1448	i	0.7	10%	-4	-5	-7%	0.1%	i	41
CSc1ccccc1OCc1cc(C(=O)N(C)CCn2nc(C)cc2C)no1	9%	1.2%	.	.	i	3.3	0%	.	.	-9%	-0.3%	i	61
CC(O)c1c(OCc2ccccc2)ncnc1OCc1ccccc1 (centres undefined)	16%	0.5%	.	.	i	1.1	-10%	3	12	5%	-0.2%	i	64
O=[N+]([O-])c1cc(-c2nc(-c3ccncc3)no2)cc([N+](=O)[O-])c1	17%	1.1%	-1.4	1014	i	0.3	4%	18	12	7%	-0.4%	i	43
C/C=C\C=C\C(=O)N1CC2(CC(c3cccc(NC(=O)COc4ccc(Cl)cc4)c3)=NO2)C[C@H]1C(N)=O (some centres undefined)	8%	13%	-3.5	1204	i	1.7	9%	.	.	-6%	-0.4%	i	14
O=C(Nc1ccc2c(c1)OCO2)C1Cc2ccccc2CN1S(=O)(=O)c1cccs1 (centres undefined)	4%	0.7%	-2.1	964	i	1.3	7%	9	-6	-4%	-0.2%	i	59
O/N=C/c1ccccc1OCc1ccccc1Cl	7%	?	2.8	1334	i	0.9	4%	-11	-14	13%	0.1%	i	46
COc1ccccc1NC(=O)c1sc2nc(Cc3ccccc3)cc(C(F)(F)F)c2c1N	2%	0.4%	-0.5	1090	i	4.5	9%	-4	-1	-54%	0.1%	i	13
O=C(O)c1ccc(N/N=C/c2ccc(-c3ccccc3)cc2)cc1	11%	.	42	608	i	0.7	-27%	68	70	2%	0.1%	.	.
C#CCOCCOCCOCCNc1nc(N2CCN(C(=O)CCCCCCCCCCNC(=O)[C@@H](CCC(=O)O)n3cc(CCCCCN)nn3)CC2)nc(N2CCN(C(=O)CCCCCCCCCCNC(=O)[C@H](CO)n3cc(CCCCCN)nn3)CC2)n1	31%	1.1%	.	.	i	1.4	?	.	.	-2%	.	i	45
Cc1cc(C)cc(N(CC(=O)Nc2cccc(C)c2C)S(=O)(=O)c2c(C)[nH]c(=O)[nH]c2=O)c1	5%	3.2%	.	.	i	1.6	-1%	.	.	-5%	0.0%	i	31
Cc1cc(C)nc(SCc2nnc(SCC(=O)N3CCCc4ccccc43)n2C)n1	19%	-0.1%	-7.6	1021	i	2.0	-2%	1	3	-8%	-0.7%	i	24
CC(C)NC(=O)CCn1nc(-c2ccc(Cl)cc2)c2ccccc2c1=O	8%	-0.2%	1.5	1444	i	1.6	-7%	3	-20	16%	-0.9%	i	15
Cc1cccc2c(SCC(N)=O)nc(-c3ccccc3)nc12	29%	3.4%	.	.	i	0.7	10%	.	.	-8%	-0.6%	i	48
O=C(CN1C2=NCCCN2c2ccccc21)c1cccc(Br)c1	4%	0.6%	-2.7	531	i	0.7	7%	1	5	0%	0.4%	i	39
COc1cc(OC)c(NC(=O)CN(C)S(=O)(=O)c2ccc(-c3ccc(=O)[nH]n3)s2)cc1Cl	15%	4.7%	.	.	i	1.1	.	.	.	-12%	0.4%	i	12
O=C(Cc1cccs1)Nc1ccc(F)c(F)c1	6%	-0.3%	.	.	i	1.0	13%	.	.	-4%	-0.2%	i	48
CC1(C)N=C(N)N=C(N)N1c1cccc(CN)c1	-3%	0.5%	0.0	1432	?	.	5%	.	.	-2%	0.5%	i	39
CN(c1ccccc1C(=O)NC1CC2CCC1C2)S(=O)(=O)c1ccccc1 (centres undefined)	5%	1.0%	-0.2	1015	i	0.4	8%	-4	17	3%	-0.6%	i	43
Cc1ccc(S(=O)(=O)/N=C(/c2ccc(F)cc2)N2CCCCC2)cc1	0%	1.8%	-0.9	1047	i	0.1	7%	-14	-12	3%	-1.2%	i	11
CCOC(=O)C1CCCNC1=O (centres undefined)	8%	1.0%	0.5	1245	i	1.1	5%	.	.	3%	-0.1%	i	39
Cn1cc(C(=O)N/N=C/c2cccc(O)c2)ccc1=O	18%	1.1%	2.7	976	i	0.3	8%	5	-13	5%	0.1%	i	41
Cc1ccsc1C(=O)N1CCN(c2ccccn2)CC1	-1%	0.7%	.	.	i	0.6	12%	.	.	5%	-0.6%	i	5
Cc1cccnc1NC(=O)CSc1nnc(CNC(=O)c2cccc([N+](=O)[O-])c2)n1C	6%	1.6%	.	.	i	4.1	5%	.	.	0%	0.1%	i	66
CC1(c2ccccc2)CC(c2ccccc2)=Nc2nonc2N1 (centres undefined)	-2%	3.1%	-1.8	975	i	0.5	-1%	6	2	-1%	-0.1%	i	32
FC(F)Sc1ccc(NC(=S)NC2CCC(NC(=S)Nc3ccc(SC(F)F)cc3)CC2)cc1 (centres undefined)	8%	2.6%	-2.5	1147	i	1.1	11%	-5	-23	-9%	1.8%	i	14
CCOc1ccc(NC(=O)COC(=O)C23CC4CC(CC(C4)C2)C3)c([N+](=O)[O-])c1	-11%	1.3%	1.2	1091	i	1.4	-3%	22	9	13%	0.0%	i	42
CCc1cccc(C)c1NC(=O)C(c1ccc(O)cc1)N1CCC1=O (centres undefined)	16%	0.1%	-0.5	1125	i	1.1	12%	27	24	0%	0.1%	i	59
CC(C)NCC(O)COCc1ccc(Cl)cc1 (centres undefined)	-2%	-0.4%	-7.9	945	i	6.5	8%	5	3	4%	-1.3%	i	22
O=C(NCc1cccnc1)c1ccc(Br)o1	13%	-1.6%	.	.	i	0.5	2%	.	.	3%	.	i	23
CC1(C)CC(=O)c2ccc(OCc3ccc([N+](=O)[O-])cc3)cc2O1	10%	.	0.7	1269	i	0.4	.	.	.	-12%	-0.7%	i	36
O=C(CCN1C(=O)c2ccccc2C1=O)NCc1ccc(F)cc1	4%	0.1%	.	.	i	0.8	3%	.	.	9%	0.2%	i	55
CCOC(=O)NC(=O)c1cn(CCN(C)C)c(=O)[nH]c1=O	20%	2.1%	5.9	521	i	0.9	13%	13	1	5%	-0.5%	i	65
Cc1cc(NC(=O)CSCC(=O)OCC(=O)c2cccc(Br)c2)no1	.	0.8%	.	.	i	0.9	7%	.	.	.	.	i	40
CSCC[C@H](N)C(=O)N1CCC(C(=O)N[C@@H](Cc2c[nH]c3ccccc23)C(=O)O)CC1	5%	-0.2%	.	.	i	0.3	4%	.	.	10%	-0.4%	i	46
COc1ccc(CNC(=O)C(=O)NC2CCC(C)CC2)cc1 (centres undefined)	3%	5.2%	-2.6	1084	i	0.2	6%	14	14	-4%	-1.5%	i	1
O=C(c1ccc(NS(=O)(=O)c2ccc3[nH]c(=O)[nH]c3c2)cc1)N1CCN(c2ccccc2)CC1	.	1.3%	.	.	i	0.6	4%	.	.	.	.	i	48
CCCCCCCCCCCCS[C@H]1CS(=O)(=O)C[C@@H]1O	7%	5.4%	0.9	1265	i	1.6	-18%	.	.	9%	-1.0%	i	39
Cn1c(N)c(C(=O)COC(=O)c2cc(-c3ccco3)nc3ccccc23)c(=O)n(C)c1=O	6%	.	.	.	i	1.4	6%	-6	-25	10%	.	.	.
COc1cc(NC(=O)C2CC(c3cccc(OC)c3OC)=NO2)cc(OC)c1OC (centres undefined)	9%	0.8%	27	686	i	1.9	3%	-5	0	-4%	0.5%	i	17
O=C1CSC(c2cccc([N+](=O)[O-])c2)N1c1c(F)cccc1F (centres undefined)	7%	1.5%	0.9	1093	i	0.7	11%	-10	-15	-4%	-0.1%	i	35
CC1CCCCC1NC(=O)c1ccc(-n2cncn2)c([N+](=O)[O-])c1 (centres undefined)	10%	-2.5%	.	.	i	0.4	2%	.	.	5%	.	i	29
CC1=C(C)C(c2ccccc2)NC(=S)N1 (centres undefined)	12%	1.7%	0.1	939	i	0.8	8%	-7	-7	-4%	-0.3%	i	38
Cc1nn(CCC(=O)NNC(=S)NCC(C)C)c(C)c1Br	8%	-1.2%	-3.8	1142	i	6.6	6%	1	-10	8%	2.2%	i	14
COC(=O)c1ccc(/C=C2\SC(=S)N(CCCC(=O)NCCCN3CCOCC3)C2=O)cc1	13%	2.9%	.	.	i	1.7	1%	.	.	0%	1.1%	i	35
CCc1cccc(C)c1NC(=O)c1cc(=O)[nH]c2ccc(S(=O)(=O)N3CCOCC3)cc12	.	0.7%	.	.	i	0.9	5%	.	.	.	.	i	50
O=C(NCc1ccccn1)c1ccccc1OCc1ccc(Cl)cc1Cl	.	-1.0%	.	.	i	0.7	1%	.	.	.	.	i	30
O=C(N/N=C/c1ccc(-c2cccc(C(F)(F)F)c2)o1)c1ccccc1O	5%	3.1%	.	.	i	0.8	0%	7	-11	-13%	-0.8%	i	10

Reformatted with two lines to a compound: entries from further up.
Order of values – Large T inhibition	RSV antiviral HEp-2	b-catenin transl	b-catenin transl cell count 5 µM	Myeloid diff 2	Myeloid diff 2 GFP+ MAC1+ %	MgcRacGAP inhibition	WT yeast gro inh	WT yeast gro inh mutant strain	Salmonella PhoP GFP	West Nile virus CPE	T cell HTS	T cell HTS vesicle-bound %
O=C1CSC(c2cccc([N+](=O)[O-])c2)N1c1c(F)cccc1F (centres undefined)
  7%	1.5%	0.9	1093	i	0.7	11%	-10	-15	-4%	-0.1%	i	35
CC1CCCCC1NC(=O)c1ccc(-n2cncn2)c([N+](=O)[O-])c1 (centres undefined)
  10%	-2.5%	.	.	i	0.4	2%	.	.	5%	.	i	29
